Source: PubChem BioAssay
Pf apPOL inh = Pf-apPOL DNA polymerase inhibition. inhibition, % at 10 µM. 210,000 tested, 0.25% active. Recombinant Pf-apPOL, molecular beacon fluorescence, 1.5 h. AID 1794808
mHTT-CaM PPI inh = inhibitors of human mutant huntingtin-calmodulin interaction | P42858 | AlphaScreen His-mHTT/GST-CaM binding, luminescence | inhibition, % at 15 µM | 190,000 tested, 3.6% active | AID 1671202;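 also: 0% = both proteins with DMSO and 100% = one protein alone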
An asterisk follows results filed as active; nt = not tested or not shown; & = joins results of further samples. Rule as the data show it: active = inhibition above about 50%; inactive = the rest.

SMILES	Pf apPOL inh	mHTT-CaM PPI inh
Cc1cccc(N2CCN(C(=O)c3ccc(Cl)cc3Cl)C(C)C2=O)c1C (configuration not stated)	0	4
COc1ccc(CC(=O)Nc2ccccc2NC(=O)Cc2ccc(OC)cc2)cc1	-5	7
COC(=O)C1CN(Cc2ccc(C)cc2)CCS(=O)(=O)N1Cc1cn(Cc2ccc(F)cc2)nn1 (configuration not stated)	-7	3
COc1ccc(-c2nc3c(c(=O)[nH]2)CCN(C(=O)c2ccccc2C)C3)cc1	3	-2
NC(=O)C(=O)Nc1ccc(Cl)cc1	-1	-6
CCOc1ccc(C(=O)Nc2cc(Cl)ccc2OC)cc1[N+](=O)[O-]	-11	-8
CCCC(=O)Nc1nc2ccc([N+](=O)[O-])cc2s1	-4	6
COc1ccc(Cl)cc1C(=O)n1cnc2ccccc21	4	-11
Cn1cc(Br)c(C(=O)Nc2sc3c(c2C(N)=O)CCC3)n1	2	14
CCCNC(=O)Cn1c(CC)nc2c(c1=O)CN(Cc1ccccc1)CC2	0	5
Cc1cc([N+](=O)[O-])nn1Cc1ccc(C(=O)O)cc1	-3	1
CC1CCCN(C(=O)CN2C(=O)c3ccccc3C2=O)C1 (configuration not stated)	-4	0
O=S1(=O)c2c(NCc3ccco3)cccc2Oc2ccccc2CN1Cc1cn(Cc2cccc(F)c2)nn1	-5	12
O=C(Nc1ccc(Nc2ccc(-n3cccn3)nn2)cc1)c1ncccn1	-1	91*
Cn1nc(C2CC2)c2c(C(F)F)cc(-c3ccc4c(c3)OCO4)nc21	nt	-47
COc1ccc(OC)c(C2NC(=O)NC(C)=C2C(=O)Nc2ccccc2Cl)c1 (configuration not stated)	0	10
COc1ccc2nc3sc(C(=O)NCc4ccco4)cc3cc2c1	6	61*
Cc1ccc(Oc2ccc3c(c2)C(=O)N(c2cccc(O)c2)C3=O)cc1	0	3
CCCCNC(=O)C1C2C=CC3(CN(CC(=O)OCC)C(=O)C13)O2 (configuration not stated)	-4	-4
Cc1ccc(-c2noc(C3CCN(CC(=O)Nc4ccccc4F)CC3)n2)cc1	-3	-9
COc1ccc(S(=O)(=O)Nc2cc(Cl)cc(Cl)c2)cc1	-3	-20
O=C(CN1C(=O)c2ccccc2C1=O)Nc1nnc(-c2ccco2)o1	1	40
O=C(C1=C(O)C(=O)N(Cc2cccnc2)C1c1ccccc1F)c1cccs1 (configuration not stated)	-8	-1
COc1ccc(S(=O)(=O)N(CCc2cccs2)C2CC2)cc1Cl	-5	-83
C=C(C)COc1ccc2c(c1)OC(=Cc1ccccc1F)C2=O	3	-1
Remaining list, next part:
SMILES	Pf apPOL inh	mHTT-CaM PPI inh
O=C(Nc1cnc(-c2cccc(Cl)c2)nc1)c1ccccn1	-1	-6
CC1CC(C)CN(S(=O)(=O)N2CCCC(C(=O)NCCN(C)C)C2)C1 (configuration not stated)	-14	-7
Cc1cccc(-n2ncc(C(N)=O)c2-n2cccc2)c1	0	4
CCc1ccc(NC(=O)C2CCCN(C(=O)c3ccc(Cl)cc3)C2)cc1 (configuration not stated)	1	25
CSc1nnc(-c2cccc(S(=O)(=O)N3CCCC3)c2)o1	-4	-10
COc1ccc(NC(=O)C2(N(Cc3ccccc3)C(=O)Cn3nnnc3N)CCCCC2)cc1	-5	19
N#CC1=C(SCc2ccccc2)NC(=O)CC1c1ccc(O)cc1 (configuration not stated)	-5	1
CC(=O)Nc1c(-c2ccccc2)oc2ccccc2c1=O	-2	nt
Cc1ccc(NC(=O)c2cc3c(CO)cnc(C)c3oc2=Nc2ccc(Br)cc2)cc1	-2	0
CCOc1ccc(NC2=C([N+](=O)[O-])CS(=O)(=O)C2)cc1	2	16
CC1CSc2nc3sc4c(c3c(=O)n21)CCCC4 (configuration not stated)	0&-1	-3&16
CCn1c(C2CCN(C(=O)Cc3cccc(C)c3)C2)nc2cccnc21 (configuration not stated)	-7	1
O=C(NCCc1csc(-c2ccccc2)n1)C1CCN(C(=O)Cc2cccs2)CC1	-2	2
Cc1cc(N2CCOCC2)nc2ccc(NC(=O)Cc3cccc(C(F)(F)F)c3)cc12	1	-20
COc1ccccc1N1CCN(C(=O)c2ccc(Cl)cc2[N+](=O)[O-])CC1	7&-3	7&14
CSc1ccc(C2SCC(=O)N2c2cccc(C(F)(F)F)c2)cc1 (configuration not stated)	-7	-21
CC1=NC(=CC=Cc2ccccc2)C(=O)O1	-5	nt
CCc1cc(NC(=O)Cc2ccc(OC)cc2)nn1-c1ccccc1	-2	-6
O=C(c1cnccn1)N1CCCC1c1nc(-c2cccc(C(F)(F)F)c2)no1 (configuration not stated)	-3	-6
CC1CCCN(Cc2c(O)ccc3c2OC(=Cc2ccco2)C3=O)C1 (configuration not stated)	-4	4
O=C1C(=O)N(Cc2ccccc2)C(c2ccccc2)C1=C(O)c1ccc([N+](=O)[O-])cc1 (configuration not stated)	-2	0
Cc1ccc(S(=O)(=O)N2CCc3nc(NC(=O)c4ccccc4Cl)sc3C2)cc1	-3	15
O=C(Cn1nc(-c2ccc(Cl)cc2)c2ccccc2c1=O)N1CCCCC1	-5	2
COCCn1cnc2c(-c3ccccc3)cn(CC(=O)NCc3ccco3)c2c1=O	-11	-11
CC1(C)CC(=O)C=C(Nc2ccc(F)cc2F)C1	-4	-3

Looked up one by one from above, two records:
SMILES	Pf apPOL inh	mHTT-CaM PPI inh
N#CC1=C(SCc2ccccc2)NC(=O)CC1c1ccc(O)cc1 (configuration not stated)	-5	1
Cc1ccc(S(=O)(=O)N2CCc3nc(NC(=O)c4ccccc4Cl)sc3C2)cc1	-3	15

More compounds follow.
SMILES	Pf apPOL inh	mHTT-CaM PPI inh
CCN(CC)CCCOc1ccc(C)cc1[N+](=O)[O-]	-5	1
CN(C(=O)c1cc2n(n1)C(C(F)(F)F)CC(c1ccco1)N2)c1ccccc1 (configuration not stated)	-3	3
Cc1cc2[nH]c(C(=O)Nc3ccccc3C)c(CN3CCCC3)c2s1	7	9
O=C1c2ccccc2C2CN(Cc3ccccc3)CCC12 (configuration not stated)	-9	-5
Cc1ccc(C(=O)N2CC=C(C(=O)NC(C)C)CC2)c(C)c1	1	14
N#Cc1c(Cl)cccc1Oc1ccc(S(=O)(=O)Nc2ccc(N3CCCCC3)cc2)cc1	-4	nt
CC1=NN(C(C#N)c2ccc(Cl)c(Cl)c2)C(C)(C)C1 (configuration not stated)	nt	-10
O=C(O)c1cn[nH]c1-c1ccc(Br)cc1	2	1
Cc1cc(C(F)(F)F)nn1CC(=O)NCc1cccs1	-2	3
O=[N+]([O-])c1ccc(-c2nnc(S)n2-c2ccccc2)cc1	0	4
Cc1ccc(C(=O)N2CCC3(CC2)NC(=O)N(Cc2cc(C)ccc2C)C3=O)cc1	0	13
CCCNC(=O)N1CCC(n2c(-c3ccc(OC)cc3)nc3cccnc32)C1 (configuration not stated)	-6	9
O=C(Nc1ccc2c(c1)CCC2)N1CC2CN(S(=O)(=O)c3ccc(F)cc3)CC(C1)O2	-4	7
COc1ccccc1-n1c(SCC(N)=O)nc2c(c1=O)SCC2	9	-3
CC1C(=O)N(c2cccc(Cl)c2)CCN1C(=O)C1CC1 (configuration not stated)	-1	-1
O=C(C1CCCO1)N1CCc2c(nc(-c3ccc(F)cc3)[nH]c2=O)C1 (configuration not stated)	7	-4
Cc1cc(C)nc(N2CCN(c3ncnc4c3cnn4-c3ccccc3)CC2)n1	-2	-4
Oc1ccc(C2=Nn3c(nnc3-c3cccc(Cl)c3Cl)SC2)cc1O	-4	19
CCc1cccc(NC(=O)c2cnccn2)c1	-3	-2
COc1ccc(-c2nc(SCc3c(F)cccc3Cl)c3c(=O)n(C)c(=O)n(C)c3n2)cc1	-4	-8
COc1ccccc1C(=O)N1CCCC(C)(C(=O)NCc2ccc(C)cc2)C1 (configuration not stated)	-2	-7
CCN(CCN(C)C)Cc1ccc(C(C)C)cc1	1	0
Cc1cccc(C(=O)N2CCN(c3ccc(C(C)C)cc3)C(=O)C2C)c1 (configuration not stated)	4	28
O=C(Cn1cccc1-c1nc(-c2ccccc2)cs1)NCc1cccnc1	-4	5
Cc1cc(OCC(C)C)ccc1C(O)=C1C(=O)C(=O)N(CCCN(C)C)C1c1ccncc1 (configuration not stated)	2	6
New compounds follow.
SMILES	Pf apPOL inh	mHTT-CaM PPI inh
Cn1c(=O)c(-c2nc(-c3ccccc3)no2)c(O)c2ccccc21	-5	-8
COc1cccc(C=C2Oc3cc(OC(C)=O)ccc3C2=O)c1	-8	7
COc1cccc(CNC(=O)Cn2cc3c(n2)CCCC3)c1	0	-2
CCN1CCN(C(=O)c2ccc(OC)c([N+](=O)[O-])c2)CC1	-21	-2
Cc1ccccc1NC(=O)CCc1ccccc1	-2	-11
CCCn1c(NCc2cccs2)nc2ccccc21	-4	-6
O=C(NCC1CCCO1)C12CC3CC(CC(C3)C1)C2 (configuration not stated)	-8&3	-7&-4
O=C(Nc1ccccc1O)c1ccc(-c2ccc(Cl)cc2Cl)o1	-9	0
CN(C)CCNC(=O)c1cc2n(n1)CCCN(Cc1cccc(F)c1)C2=O	-2	-4
O=S(=O)(c1cccs1)c1cccs1	nt	-6
O=C(c1cnccn1)N1CCCCC1c1nc(-c2ccncc2)no1 (configuration not stated)	-1	1
Cc1ccc2c(c1)C1(C(=O)N2C)N2CC3(C)CN1CC(C)(C2)C3=O (configuration not stated)	11	-2
Cc1ccc(C(=O)NC2CCCCC2NC(=O)c2ccc(C)cc2)cc1 (configuration not stated)	-16	0
CC(C)CSC(CC(=O)O)C(=O)O (configuration not stated)	-1	-6
O=C(NC1CCCc2ccccc21)C1CC(=O)N(c2ccc(F)cc2)C1 (configuration not stated)	-7	-2
CC1(C)CC(NCc2ccco2)CC(C)(C)N1	-6	-1
Cc1nc(N)nc(NN=Cc2c(F)cccc2Cl)n1	1	nt
O=C(c1cccs1)N1CCC(CCOc2ccccc2F)CC1	2	-32
CC1C(=O)N(c2cccc(F)c2)CCN1S(=O)(=O)c1ccccc1 (configuration not stated)	-4	-1
Cc1cc(C)cc(Oc2c(C(F)(F)F)oc3c(CN(C)C)c(O)ccc3c2=O)c1	-12	47
CCCOc1ccc(-c2nc3s/c(=C\c4ccco4)c(=O)n3n2)cc1	-1	1
CCc1nnc2ccc(-c3noc(Cc4cccc(Cl)c4)n3)cn12	-4	1
Cn1cc2c3c(cccc31)CN(C(=O)c1ccccc1Br)CC2	-3	25
COc1cccc(NC(=O)c2cc(C(C)C)n3nccc3n2)c1	3	-45
CC(Oc1ccc2c(c1)OC(=Cc1cccc(Br)c1)C2=O)C(=O)O (configuration not stated)	-5	-1
(cont.)
SMILES	Pf apPOL inh	mHTT-CaM PPI inh
CC1C(=O)N(c2ccc(F)cc2F)CCN1C(=O)c1cccc(Cl)c1 (configuration not stated)	-7	0
CC(=O)Nc1ccc2nc3c(=O)n(C)c(=O)n(C)c3nc2c1	-3	2
CCCc1cc(CN)on1	nt	-1
CCNC(=O)c1cc2sc(C)cc2n1CC	-6	-2
COc1ccc2[nH]c(C(=O)NC3CCN(Cc4ccccc4)CC3)cc2c1	-2	nt
COc1ccccc1C1OCC2C(C)C=C(C)C1C2C (configuration not stated)	-3	-13
COC(=O)c1ccccc1NC(=O)Cn1nc2c(SC3CCCCC3)nccn2c1=O	-3	-9
Cc1ccc(-c2cn3c(n2)N(C(=O)c2nc4ncccn4n2)CCC3)cc1	-3	13
NS(=O)(=O)c1cccc(C(=O)Nc2ccc(Br)cc2)c1	0	-8
CCn1ccc2c(ccn2CC(=O)Nc2ccc(Br)cc2)c1=O	-1	1
COc1ccc(NC(=O)C2CCCN(c3nccnc3Oc3ccccc3)C2)cc1Cl (configuration not stated)	-5	-2
CCc1cccc(C)c1NC(=O)c1ccc(Cl)cc1[N+](=O)[O-]	2	-4
CCc1noc(-c2cccn2Cc2cccc(OC)c2)n1	2	-44
Cc1ccc(C(=O)N2CCCn3cc(-c4ccccc4F)nc32)cn1	-1	0
O=c1c2c(ncn2Cc2cccc(Cl)c2)n(-c2ccccc2)c(=O)n1C1CC1	-11	9
Cc1cccc(N2CCN(C(=O)CCCC(=O)O)CC2)c1C	-1	3

Reformatted: 19 of the compounds above
canonical_smiles | Pf apPOL inh | mHTT-CaM PPI inh
Cc1cccc(N2CCN(C(=O)c3ccc(Cl)cc3Cl)C(C)C2=O)c1C (configuration not stated) | 0 | 4
COc1ccc(CC(=O)Nc2ccccc2NC(=O)Cc2ccc(OC)cc2)cc1 | -5 | 7
COC(=O)C1CN(Cc2ccc(C)cc2)CCS(=O)(=O)N1Cc1cn(Cc2ccc(F)cc2)nn1 (configuration not stated) | -7 | 3
COc1ccc(-c2nc3c(c(=O)[nH]2)CCN(C(=O)c2ccccc2C)C3)cc1 | 3 | -2
NC(=O)C(=O)Nc1ccc(Cl)cc1 | -1 | -6
CCOc1ccc(C(=O)Nc2cc(Cl)ccc2OC)cc1[N+](=O)[O-] | -11 | -8
CCCC(=O)Nc1nc2ccc([N+](=O)[O-])cc2s1 | -4 | 6
COc1ccc(Cl)cc1C(=O)n1cnc2ccccc21 | 4 | -11
Cn1cc(Br)c(C(=O)Nc2sc3c(c2C(N)=O)CCC3)n1 | 2 | 14
CCCNC(=O)Cn1c(CC)nc2c(c1=O)CN(Cc1ccccc1)CC2 | 0 | 5
Cc1cc([N+](=O)[O-])nn1Cc1ccc(C(=O)O)cc1 | -3 | 1
CC1CCCN(C(=O)CN2C(=O)c3ccccc3C2=O)C1 (configuration not stated) | -4 | 0
O=S1(=O)c2c(NCc3ccco3)cccc2Oc2ccccc2CN1Cc1cn(Cc2cccc(F)c2)nn1 | -5 | 12
O=C(Nc1ccc(Nc2ccc(-n3cccn3)nn2)cc1)c1ncccn1 | -1 | 91*
Cn1nc(C2CC2)c2c(C(F)F)cc(-c3ccc4c(c3)OCO4)nc21 | nt | -47
COc1ccc(OC)c(C2NC(=O)NC(C)=C2C(=O)Nc2ccccc2Cl)c1 (configuration not stated) | 0 | 10
COc1ccc2nc3sc(C(=O)NCc4ccco4)cc3cc2c1 | 6 | 61*
Cc1ccc(Oc2ccc3c(c2)C(=O)N(c2cccc(O)c2)C3=O)cc1 | 0 | 3
CCCCNC(=O)C1C2C=CC3(CN(CC(=O)OCC)C(=O)C13)O2 (configuration not stated) | -4 | -4

An excerpt, so the mix of outcomes need not match the whole.
